TEAD-YAP block = TEAD-YAP interaction inhibition; HEK-TIYL cells, TEAD-Gal4/YAP UAS-luciferase luminescence; inhibition, % at 9.12 µM; hit rate 1.4% among 640,000; in the data active = inhibition above about 32%;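 note: 0% = median of test compound wells and 100% = reference inhibitor wells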
GPR151 ag = human GPR151 activation. PathHunter beta-arrestin GPR151 cells, luminescence. activation, % at 11.2 µM. Q8TDV0. AID 1508602. hit rate 1% among 650,000; in the data active = activation above about 4.9%;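 note: 0% = median of compound wells and 100% = cells with positive control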
Target sequence (Q8TDV0 whole entry, looked up): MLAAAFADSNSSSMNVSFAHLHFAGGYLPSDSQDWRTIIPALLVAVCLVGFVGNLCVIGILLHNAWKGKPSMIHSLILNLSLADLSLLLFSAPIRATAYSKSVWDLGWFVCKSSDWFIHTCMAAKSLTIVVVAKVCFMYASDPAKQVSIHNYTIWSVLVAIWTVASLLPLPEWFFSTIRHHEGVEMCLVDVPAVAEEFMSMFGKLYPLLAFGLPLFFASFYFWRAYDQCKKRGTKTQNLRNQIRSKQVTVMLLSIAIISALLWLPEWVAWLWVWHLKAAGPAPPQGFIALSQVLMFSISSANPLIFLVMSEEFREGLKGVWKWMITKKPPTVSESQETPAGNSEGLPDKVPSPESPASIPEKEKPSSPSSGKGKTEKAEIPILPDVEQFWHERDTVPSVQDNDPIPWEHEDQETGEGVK
MITF inh = blocks human microphthalmia-associated transcription factor. hit rate 0.91% among 650,000. O75030. inhibition, % at 2.6 µM. AlphaScreen MITF homodimerization, bead proximity signal; in the data active = inhibition above about 50%;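 note: 0% = vehicle wells with protein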
Target sequence (O75030 whole entry, looked up): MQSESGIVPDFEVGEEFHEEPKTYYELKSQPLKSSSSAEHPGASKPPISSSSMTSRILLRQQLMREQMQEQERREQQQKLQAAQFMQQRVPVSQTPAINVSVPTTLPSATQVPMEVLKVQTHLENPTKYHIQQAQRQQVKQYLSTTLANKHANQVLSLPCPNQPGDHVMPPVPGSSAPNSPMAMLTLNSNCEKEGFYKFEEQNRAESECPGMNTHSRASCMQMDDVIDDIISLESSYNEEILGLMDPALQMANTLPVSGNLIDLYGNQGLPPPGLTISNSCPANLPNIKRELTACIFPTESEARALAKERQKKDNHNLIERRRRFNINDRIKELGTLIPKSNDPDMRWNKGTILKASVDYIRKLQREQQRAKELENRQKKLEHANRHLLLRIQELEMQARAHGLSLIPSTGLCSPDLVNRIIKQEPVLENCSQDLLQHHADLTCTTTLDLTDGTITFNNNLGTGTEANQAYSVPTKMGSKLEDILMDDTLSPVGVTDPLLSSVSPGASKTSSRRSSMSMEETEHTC
FBW7 act = human FBW7 E3 ligase activation, primary screen. Q969H0. AlphaScreen FBW7–phospho-cyclin E peptide binding, activator screen. normalized activity (activation), % at 26.1 µM. hit rate 0.13% among 650,000. AID 1259310; in the data active = normalized activity above about 1.9%;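 note: purified mutant Fbw7 with reduced substrate affinity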
* = called active by the depositor.

Start of the listing, in advance, 2 compounds:
Below each SMILES: GPR151 ag, FBW7 act, TEAD-YAP block, MITF inh
> Cc1cc(C)cc(N(CC(=O)N2CCN(Cc3ccccc3)CC2)S(C)(=O)=O)c1
    0.8, 0.1, 11.4, 4.9
> CCOc1ccc(N(C(C)C(=O)Nc2ccc(OC)cc2OC)S(C)(=O)=O)cc1 (centres undefined)
    1.9, -0.3, -4.6, -7.9

This part in full, previewed entries included:
Below each SMILES: GPR151 ag, FBW7 act, TEAD-YAP block, MITF inh
> Cc1cc(C)cc(N(CC(=O)N2CCN(Cc3ccccc3)CC2)S(C)(=O)=O)c1
    0.8, 0.1, 11.4, 4.9
> CCOc1ccc(N(C(C)C(=O)Nc2ccc(OC)cc2OC)S(C)(=O)=O)cc1 (centres undefined)
    1.9, -0.3, -4.6, -7.9
> NN1C(=O)/C(=C\c2ccccn2)NC1=S
    1.7, -0.3, -10.6, 15.2
> O=C(Cc1cccc2ccccc12)Nc1c2c(nn1-c1ccccc1)CS(=O)C2 (centres undefined)
    -1.0, -0.1, 6.1, 5.8
> CC1(C)CC(=O)C2=C(C1)NC(=O)CC2c1ccc(C(F)(F)F)cc1 (centres undefined)
    0.7, 0.2, -7.6, -3.9
> C=CCNC(=O)NC(=O)c1c(C)cc(Cl)nc1Cl
    0.9, 1.7, 2.9, 12.0
> Cc1cc(N2CCN(C(=O)c3ccccc3F)CC2)c(F)cc1[N+](=O)[O-]
    0.3, 0.1, 7.0, 15.8
> S=C(NCCN1CCOCC1)N/N=C/c1ccc(N2CCOCC2)cc1
    1.2, 0.4, -8.6, -1.4
> Cc1noc(-c2ccc(NC(=O)CSc3ccc(F)cc3)cc2)n1
    0.3, -0.1, -22.2, -5.3
> Fc1ccc(Br)cc1/C=N/n1c(-c2ccncc2)n[nH]c1=S
    -1.4, 0.2, -7.6, -11.3
> COc1ccc(CCS(=O)(=O)NCC2(c3cccs3)CCCC2)cc1
    0.1, 1.0, -1.7, 43.1
> CCCn1cnc2sc(C(=O)Oc3ccc(OCC)cc3)c(C)c2c1=O
    -1.1, 0.0, -5.1, 16.3
> COc1ccccc1NC(=O)CSC1=NN2CCCC(=O)N=C2S1
    2.7, -0.1, 3.7, -0.5
> Cn1ccnc1C(=O)c1ccc(Cl)c([N+](=O)[O-])c1
    0.5, 0.0, -0.3, 13.4
> CCOc1ccc(CNC(=O)c2cc3c(=O)n(C)c4ccccc4c3n2C)cc1
    1.4, 0.1, -2.0, 1.9
> CCOC(=O)N1CCN(c2cc(-c3cncc(Br)c3)nc(C)n2)CC1
    -0.8, -0.2, 8.3, -1.7
> N#Cc1c(NC(=O)C2=COCCO2)sc2c1CCCCC2
    -5.8, 0.1, 8.6, 2.9
> COc1ccc(C[C@@H]2NC(=O)[C@H]3CN(C(=O)c4cc(F)c(F)cc4F)CCN3C2=O)cc1
    -1.4, 0.3, 0.7, 11.9
> Cc1nc(Nc2ccc(F)c(Cl)c2)c2c(C)c(C)sc2n1
    1.3, 0.1, -7.7, -5.3
> O=C(NCc1ccco1)c1cc2nc(-c3cccs3)cc(C(F)(F)F)n2n1
    -0.3, 0.2, 2.6, 5.2
> Cc1cc(=O)[nH]c(NC2CCN(Cc3ccccc3)CC2)n1
    -0.6, 0.3, 8.7, -5.4
> O=c1[nH]c(=O)n(-c2ccc(Cl)cc2)c(O)c1/C=C1\C=CC=N1
    1.9, -0.1, 2.7, -11.3
> Cc1ccc(NCCNC(=O)c2c[nH]c3ccccc23)nn1
    -0.8, 0.2, 5.2, 10.4
> CC1(C)CC(=O)C=C(Nc2cccc(C(F)(F)F)c2)C1
    0.7, 0.2, -15.1, 3.4
> COC(=O)C(C(=O)OC)C(Nc1ccccc1)c1ccccc1 (centres undefined)
    0.7, -0.2, 5.5, -12.1
> Cc1cc(NC(=O)COc2cccc(Br)c2)no1
    3.6, 0.8, -5.3, -2.1
> Cc1ccc(-c2nn(CC(=O)Nc3ccc(Cl)c(Cl)c3)c(=O)c3ccccc23)cc1
    0.2, 0.4, -14.0, 10.3
> CCOc1cc(C2C(C(=O)OC)=C(C)NC3=C2C(=O)CC(C)(C)C3)cc(Br)c1O (centres undefined)
    -1.0, -0.1, 3.8, -1.4
> CC(NC(=O)c1cccc(S(=O)(=O)N(C)C)c1)c1ccc(S(N)(=O)=O)cc1 (centres undefined)
    -1.0, 0.3, 8.3, 10.9
> O=C(NCc1cccs1)c1ccccc1F
    2.1, 0.4, 5.7, 21.0
> Cc1cc(C)cc(NC(=O)NCCNc2ccc(C)nn2)c1
    1.8, 0.1, -4.7, -7.2
> CC(NC(=O)CCc1ccccc1)c1nnc2n1CCN(Cc1cccc(F)c1F)CC2 (centres undefined)
    0.9, 0.2, -34.9, -0.1
> O=C(Nc1sc2c(c1C(=O)Nc1cccc3ccccc13)CCC2)c1cccc(Br)c1
    0.9, -0.1, 11.1, -13.9
> O=C(O)CCNC(=O)/C(=C\c1cccc([N+](=O)[O-])c1)NC(=O)c1ccco1
    -1.5, -0.1, -6.2, -7.2
> Cc1c(Cl)ccc(S(=O)(=O)N2CCN(C)CC2)c1Cl
    -0.5, 0.3, 16.1, -0.9
> Cc1cccc2sc(NNC(=O)c3ccco3)nc12
    -0.7, 0.0, 3.0, 12.4
> O=C1C2C3c4ccccc4C([N+](=O)[O-])(c4ccccc43)C2C(=O)N1CCCCO (centres undefined)
    0.6, -0.2, -5.4, 0.5
> COC(C(=O)N/N=C(\C)c1ccc(C(C)(C)C)cc1)c1ccccc1 (centres undefined)
    -0.6, 0.4, -6.9, 19.9
> O=C(NCCCN1CCOCC1)c1ccc2nc(-c3cccs3)c(-c3cccs3)nc2c1
    -0.5, 0.2, 2.0, -2.3
> CC(C)OC(=O)NCCOC(=O)N(O)c1ccc(Cl)cc1
    -0.7, 0.6, 11.9, 4.7
> COC(=O)C1=C(C)N=c2s/c(=C\c3cc4c(cc3Br)OCO4)c(=O)n2C1c1ccc(C(C)C)cc1 (centres undefined)
    0.5, 0.1, 5.2, 9.7
> C=CCc1ccc(OCCOc2ccc(/C=C3/C(=N)N4C(c5ccccc5)=CSC4=NC3=O)cc2OC)c(OC)c1
    0.9, 0.1, 10.9, 16.7
> O=C(CN1C(=O)c2ccc([N+](=O)[O-])cc2C1=O)NCc1ccco1
    0.1, 0.1, 6.7, 1.7
> O=C1NCCN(Cc2ccoc2)C1CC(=O)N(Cc1ccccc1)CC1CCC1 (centres undefined)
    0.4, 0.2, -4.4, 6.4
> O=C(Sc1ccccc1)c1cc2ccccc2oc1=O
    -1.0, 0.0, -9.6, 1.6
> CCOc1ccc(/C(O)=C2/C(=O)C(=O)N(CCCN(C)C)C2c2cccc(Oc3ccccc3)c2)c(C)c1 (centres undefined)
    1.6, -0.2, 5.6, -2.0
> O=C(O)CN(Cc1ccccc1)S(=O)(=O)/C=C/c1ccccc1
    1.5, -0.1, -4.3, 6.9
> CSc1ccc(CN(C)CC(=O)NCc2ccccc2)cc1
    1.6, 0.1, -4.8, 10.0
> NC(=O)c1c(/N=c2\oc3ccccc3cc2C(N)=O)sc2c1CCCC2
    -0.5, -0.1, 8.8, 3.9
> CCOC(=O)N1CCN(S(=O)(=O)c2ccc(C(=O)Nc3nc4ccc(Cl)cc4s3)cc2)CC1
    -0.1, 0.1, -2.6, 9.7
> Cc1cccc(NC(=O)c2cc(S(=O)(=O)N3CC(C)CC(C)C3)ccc2F)c1 (centres undefined)
    0.6, 0.2, -4.7, 12.0
> O=C(Nc1ccc(Oc2ccccc2)cc1)c1cccc(Cl)c1
    -1.5, 0.0, -73.7, -11.1
> COc1ccc(C(=O)CSc2nc(C)cc(=O)[nH]2)cc1C
    -0.3, 0.1, -8.2, 0.6
> COC(=O)c1ccc(-c2ccc(/C=C3/C(=O)N(C)C(=O)C(C#N)=C3C)o2)cc1
    -0.2, -0.1, -26.3, 11.2
> Nc1nc(SCC(=O)Nc2ccc(Cl)cc2)n[nH]1
    0.4, 0.1, 0.3, 6.2
> COC(=O)c1sccc1NC(=O)c1cc2ccccc2c(=O)o1
    0.1, -0.1, 2.9, 1.3
> O=S(=O)(NCc1cccs1)c1cccc(S(=O)(=O)c2cccc(S(=O)(=O)NCc3cccs3)c2)c1
    0.0, -0.1, 6.5, -20.9
> COc1ccccc1Cn1c(SCc2cccc(F)c2)nc2cc(C(=O)N3CCC4(CC3)OCCO4)ccc2c1=O
    -0.4, 0.9, -2.7, 6.8
> COc1ccc(/C=C(\C#N)c2ccccc2)c(OC)c1
    -1.3, -0.1, 32.5*, -19.6
> Cc1ccc(CNc2nc(C)c(-c3ccn(-c4ccccc4)n3)s2)o1
    1.1, 0.5, 4.6, 16.5

Other results follow.
Below each SMILES: GPR151 ag, FBW7 act, TEAD-YAP block, MITF inh
> Cn1c2ccccc2c2nnc(SCC(=O)O)nc21
    0.8, 0.0, -9.2, -3.1
> CCOC(=O)CSc1nc2ccccc2c(=O)n1CC1CCC(C(=O)NCc2ccccc2)CC1 (centres undefined)
    2.8, -0.1, 4.8, -3.0
> COc1ccc(C2C(C(=O)Nc3ccc(F)c(Cl)c3)c3ccccc3C(=O)N2C)cc1 (centres undefined)
    -1.2, 0.2, -11.2, 0.6
> C=CCNCCC1CCC(=O)N1CCc1cccc(Cl)c1 (centres undefined)
    -1.2, -0.1, 0.4, 5.5
> Cn1c(CNC(=O)c2ccc(Cl)cc2Cl)n[nH]c1=S
    0.3, 0.0, 9.4, 2.3
> O=C(NCC1CC1)c1ccc([N+](=O)[O-])cc1Cl
    -1.2, 0.0, 0.5, 6.8
> CCN1CCN(Cc2nc3c(c(=O)n(C)c(=O)n3C)n2Cc2ccccc2F)CC1
    -0.2, 0.0, -2.9, 2.7
> Cc1nc(N2CCCC(NCc3ccc(Cl)s3)CC2)nc2ccc(F)cc12 (centres undefined)
    2.6, 0.2, 8.7, 0.3
> NC(=O)CSc1nnnn1-c1ccc(OC(F)(F)F)cc1
    -0.6, 0.1, -0.8, 17.2
> COc1cccc(CN2CCC3(CC2)CC3C(=O)Nc2ccc3sc(C)nc3c2)c1O (centres undefined)
    -0.6, 0.0, 3.7, 8.5
> COC(=O)c1sc2cc(NC(=S)NN3CCOCC3)ccc2c1Cl
    1.3, -0.1, -4.8, 1.1
> COc1ccc(CN2CCN(Cc3cnn(C)c3)CC2CCO)cc1C (centres undefined)
    -1.0, 0.4, 10.1, 11.7
> CCN(CC)CCn1c(=S)[nH]c2cc(C(=O)NCc3ccccc3)ccc2c1=O
    -1.9, 0.0, -2.2, -10.1
> COC(=O)C1=C(C)NC(=O)/C1=C\c1cc(C)n(-c2ccc(C)cc2C)c1C
    0.6, 0.1, 6.5, 20.0
> CC(=O)c1ccc(N2CCN(C(=O)/C=C/c3cccs3)CC2)cc1
    0.0, 0.0, -2.0, 15.5
> COc1ccc(NC(=O)c2ccccc2)cc1
    -8.6, -0.1, -26.1, -11.5
> COc1ccc(CNS(=O)(=O)c2ccc(C3CNC(=O)C3)cc2)cc1 (centres undefined)
    -0.1, 1.0, 12.1, 9.1
> COc1ccc(C2CC(C(F)(F)F)n3nc(C(=O)NCCCN4CCOCC4)c(Cl)c3N2)cc1OC (centres undefined)
    -0.4, 0.0, 7.4, 0.7
> CCCCOCCCNC(=O)C(CC)c1ccccc1 (centres undefined)
    0.7, 0.0, 2.3, 6.5
> COc1cccc(-n2nnc(C(=O)Nc3ccc(Br)cc3)c2C)c1
    0.8, 0.2, -46.0, -2.1
> COc1ccc(CCNc2nc(-c3ccccc3)nc3c2ncn3C(C)C)cc1
    0.2, -0.2, 5.4, -9.3
> CSc1nnnn1-c1ccc(I)cc1
    -1.3, 0.0, 10.8, -9.2
> O=C(c1ccc(F)cc1)c1cc2ccc(O)cc2oc1=O
    -5.7, -0.7, 21.9, -1.9
> Cc1c(C(=O)Nc2ccc(F)cc2Cl)sc2ncn(CC(=O)N3CC(C)CC(C)C3)c(=O)c12 (centres undefined)
    -2.7, 0.5, 6.3, 10.2
> O=C1c2cccc3cccc(c23)C(=O)N1CCN1CCNCC1
    2.5, -0.1, 1.8, 2.5
> O=C(O)c1cc(S(=O)(=O)Nc2ccccc2F)ccc1Cl
    -1.9, 0.6, 1.3, -1.6
> O=C(NCC1CCC2(CCN(C(=O)c3ccccn3)CC2)O1)c1cccc(Cl)c1 (centres undefined)
    -0.1, 0.0, -13.8, 1.2
> Cc1ccccc1Cn1c(C)c(CNC2CCCC2)c(C(=O)O)c1C
    0.0, 0.2, 5.7, 1.7
> COc1ccc(/C=C(\C#N)C(=O)Nc2cccc(C(=O)O)c2)cc1
    0.1, -0.1, -59.6, 2.8
> O=C1NCCN(Cc2ccccc2C(F)(F)F)C1CC(=O)N1CCCC1 (centres undefined)
    -1.0, 0.1, -4.5, 2.2
> O=C(O)CCCN(Cc1cccc(Br)c1)S(=O)(=O)c1ccc(Br)cc1
    0.4, 0.2, -3.5, 11.4
> CCOC(=O)c1cc2cc(NC(C)=O)ccc2[nH]1
    0.5, 0.0, -24.5, 15.7
> COc1ccc(Cl)c(Cn2c(NCC3CCCO3)nc3c2c(=O)n(C)c(=O)n3C)c1 (centres undefined)
    2.1, 0.0, 4.7, -5.0
> CCCCCn1c(SCc2ccccn2)nc2cc(C(=O)NCc3ccccc3)ccc2c1=O
    -2.0, 0.1, 9.7, 23.0
> O=[N+]([O-])c1ccc(NCCCN2CCOCC2)c(F)c1
    -0.5, 0.0, 7.5, 12.7
> CCn1cc(CN2CCCC(CO)(Cc3cccc(Cl)c3)C2)cn1 (centres undefined)
    -0.8, -0.1, -4.4, -4.7
> O=C(NCCc1nc(-c2ccc(Cl)cc2)n[nH]1)c1nccc2ccccc12
    1.1, 0.0, 5.8, 5.7
> CC1CC(C)CN(CCCNC(=O)CCn2nc(-c3ccccc3)ccc2=O)C1 (centres undefined)
    -0.6, -0.1, 0.6, -0.5
> CC1CCN(CCC(=O)Nc2ccc(F)cc2)CC1
    0.7, -0.1, -2.6, 6.6
> COC(=O)Cc1c(C)c2ccc(OCC(=O)c3ccc(C)cc3)cc2oc1=O
    -0.8, 0.3, 7.6, -4.3
